Compound activity from PubChem.
12-hLO inh: inhibitors of human 12-lipoxygenase (ALOX12); P18054; purified 12-hLO, xylenol orange hydroperoxide absorbance; Potency, µM (highest dose often 57.1 µM), inactives show at the top dose activity change, negative = inhibition, usual class: inhibitors; hit rate 0.12% among 150,000; AID 1452; also: potency is read from the fitted curve at half-maximal effect; nearly all actives have a fitted effect of over 55% in size; many of its hits are not listed in these tables
Target sequence (P18054 whole entry, looked up): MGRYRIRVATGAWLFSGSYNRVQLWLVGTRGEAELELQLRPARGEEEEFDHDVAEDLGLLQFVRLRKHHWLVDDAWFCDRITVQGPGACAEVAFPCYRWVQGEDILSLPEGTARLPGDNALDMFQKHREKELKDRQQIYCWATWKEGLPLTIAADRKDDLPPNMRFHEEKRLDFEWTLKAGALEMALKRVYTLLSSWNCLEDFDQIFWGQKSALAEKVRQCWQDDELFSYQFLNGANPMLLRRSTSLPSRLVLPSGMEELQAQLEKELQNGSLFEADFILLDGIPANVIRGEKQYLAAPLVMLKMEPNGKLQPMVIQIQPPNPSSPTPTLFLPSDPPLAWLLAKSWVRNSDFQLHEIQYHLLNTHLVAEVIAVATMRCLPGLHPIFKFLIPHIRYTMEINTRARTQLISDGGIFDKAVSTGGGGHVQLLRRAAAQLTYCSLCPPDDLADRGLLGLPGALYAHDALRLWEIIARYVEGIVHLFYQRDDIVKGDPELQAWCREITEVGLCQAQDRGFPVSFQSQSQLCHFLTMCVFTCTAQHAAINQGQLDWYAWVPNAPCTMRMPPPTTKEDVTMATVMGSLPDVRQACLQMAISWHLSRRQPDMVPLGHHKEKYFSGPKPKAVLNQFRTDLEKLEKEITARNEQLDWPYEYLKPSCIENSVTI
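Lipoxygenase turnover measured by absorbance at 573 and 405 nm after Fe-XO development. Human 12hLO 150 nM, arachidonate 40 uM, pH 7.0 Hepes buffer with detergent; 15 min compound preincubation, 30 min reaction.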
ALOX15B inhib: blocks human 15-lipoxygenase 2 activity; O15296; purified 15hLO-2, xylenol orange hydroperoxide absorbance; hit rate 0.56% among 110,000; AID 881; Potency, µM (series often up to 57.1 µM), inactives show top-dose activity change, negative = inhibition, actives largely listed as inhibitors; also: potency is read from the fitted curve at half-maximal effect; nearly all actives have a fitted effect of over 60% in size; many of its hits are not listed in these tables
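Read-out: hydroperoxide product oxidises ferrous iron, measured as xylenol orange complex via the 573-to-405 nm absorbance ratio after 30 min. Reaction: 50 nM enzyme, 15 min compound preincubation, 45 uM arachidonic acid, 90 min RT, Hepes pH 7.5 with Triton X-100.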
PNC inhibitor: perinucleolar compartment assembly inhibition | PC3M PTB-GFP, PNC prevalence imaging, 16 h; hits give low values | activity change (PNC), negative = inhibition, % at 10 µM | hit rate 3.1% among 140,000 | AID 2417;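 active = readout at or below -70, meaning at least 70% loss of cells showing the perinucleolar compartment, a nuclear body marking cancer cells; inconclusive = readout between -30 and a set limit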;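 also: plate controls were DMSO wells for no effect and camptothecin positive control wells for full effect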
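PC3M cells stably expressing PTB-GFP, 750–1000 cells/well, treated 16 h at 37 °C with compound (23 nl of library stock), in duplicate. After paraformaldehyde fixation and Hoechst stain, imaged at 20x; PNC prevalence scored by image analysis.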
IMPase inh: membrane-permeable compound that blocks inositol monophosphatase; P97697; CHO-M1 cells, IP1 accumulation, HTRF TR-FRET ratio; inhibition (IP1 accumulation), % at 46.1 µM; 120,000 tested, under 10 active; AID 901; active = well fitted curve in the direction sought with a large enough effect in the signal ratio, not every such curve was filed as active; inconclusive = small, poorly fitted or top-dose-only effect, or a change in a side signal; inactive = no such curve, though single readings can be large or run the other way; the % refers to the signal ratio;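 also: cells stimulated with carbachol in lithium chloride buffer; plate controls were DMSO basal wells for no effect and reference inhibitor wells for full effect; higher means more IMPase inhibition seen as more IP1 and lower FRET ratio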
Target sequence (P97697 whole entry, looked up): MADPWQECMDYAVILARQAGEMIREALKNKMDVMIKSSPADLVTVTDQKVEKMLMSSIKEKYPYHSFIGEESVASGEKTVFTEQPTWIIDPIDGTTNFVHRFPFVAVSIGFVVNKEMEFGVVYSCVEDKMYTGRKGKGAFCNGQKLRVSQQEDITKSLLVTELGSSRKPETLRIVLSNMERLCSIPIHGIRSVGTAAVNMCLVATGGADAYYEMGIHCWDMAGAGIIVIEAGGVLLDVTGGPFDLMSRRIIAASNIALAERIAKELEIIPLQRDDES
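Seeded CHO-M1 cells were dosed with compound at up to 46 uM, stimulated with carbachol for 30 min, then lysed in IP-One detection reagents. Higher IP1 lowers the TR-FRET signal.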
* marks the source's active call; other numbers are inactive results; ? = inconclusive; · = no result given; [ ] = remark or other dose. Unless noted, calls follow the shape of the dose curve; as a rule, active = well fitted curve in the direction sought with a large enough effect; inconclusive = small, poorly fitted or top-dose-only effect, or another doubt; inactive = no such curve, though single readings can be large; an effect the other way counts as inactive or inconclusive. Unless noted, % is scaled to controls: 0 for no effect and ±100 for the full control effect.

SMILES	12-hLO inh	ALOX15B inhib	PNC inhibitor	IMPase inh
O=C(c1ccccc1)c1nn(-c2ccccc2)c(=O)cc1C(F)(F)F	0%	16%	?	7
CC(C)c1nnc(NC(=O)CSc2nc3ccccc3s2)s1	-4%	-7%	21	4
Cc1ccc(N(Cc2cc(=O)[nH]c3ccccc23)C(=O)c2ccco2)cc1	-13%	-17%	?	-3
CCN(CC)C(=O)c1sc(NC(=O)c2cccc([N+](=O)[O-])c2)c(C#N)c1C	0%	·	22	·
O=C1C2C3C=CC(C3=C3CCCCC3)C2C(=O)N1c1ccccc1 (stereo unspecified)	-2%	-27%	20	-7
CCn1cc(Cl)c(C(=O)N2N=C3/C(=C/c4cccs4)CCCC3C2c2cccs2)n1 (stereo unspecified)	3%	·	39	14
Cc1sc(NC(=O)c2ccco2)c(CN2CCN(c3ccccc3)CC2)c1C	-6%	20%	?	4
Cc1ccc(NC(=O)c2nnn(CC(=O)Nc3ccccc3)c2N)cc1C	2%	-3%	-24	-6
CCOC(=O)c1c(C)nc2ncccn12	1%	4%	1	5
Nc1nc(CSc2nc3ccccc3[nH]2)cs1	-13%	7%	10	4

Quoted from the listing.
Result of CC(C)c1nnc(NC(=O)CSc2nc3ccccc3s2)s1 under ALOX15B inhib: -7%
Result of CCn1cc(Cl)c(C(=O)N2N=C3/C(=C/c4cccs4)CCCC3C2c2cccs2)n1 (stereo unspecified) under IMPase inh: 14

Going on with the list:
SMILES	12-hLO inh	ALOX15B inhib	PNC inhibitor	IMPase inh
CC(C(=O)Nc1ccccc1-c1ccccc1)N1CCN(S(=O)(=O)c2ccccc2)CC1 (stereo unspecified)	-3%	·	?	16
CCOc1ccc(S(=O)(=O)Nc2ccc(F)cc2)c(C)c1C	-5%	-2%	61	3
CCC(C)C(=O)Nc1cc(C(=O)OC)ccc1C(=O)OC (stereo unspecified)	-4%	-7%	17	3
Cc1ccc(N2C(=O)CC(NNc3nc4ccccc4s3)C2=O)cc1 (stereo unspecified)	1%	·	17	·
CCc1nc2ccc(F)cc2c(C(=O)NC2CCCCC2C)c1C (stereo unspecified)	4%	4%	?	1
CCC(C)NC(=O)c1ccccc1C(=O)NC(C)CC (stereo unspecified)	-7%	-7%	?	12
O=C(NCC(c1ccco1)N1CCCC1)c1ccc(Cl)cc1 (stereo unspecified)	8%	9%	48	4
c1ccc(COc2ccc(-c3csnn3)cc2)cc1	3%	3%	-9	1
CC(=O)c1c(N2CCN(c3ccc(F)cc3)CC2)nc(=S)n(Cc2ccccc2)c1C	-4%	·	40	·
Cc1onc(-c2ccccc2)c1C(=O)NC(C)C	-1%	6%	19	6
COc1ccc(-c2nnc(N3CCCCC3)c3ccccc23)cc1	-10%	-16%	-26	13
CCCCc1ccc(CC(=O)O)cc1	-3%	8%	?	4
COc1ccc(OC)c(S(=O)(=O)N2CCCCC2C(=O)O)c1 (stereo unspecified)	5%	3%	-27	-1
COc1ccc(-c2cc(N)n(S(=O)(=O)Cc3ccccc3)n2)c(OC)c1	0%	·	-19	-2
CC(=O)C1=NN(c2ccccc2)C(c2ccc3c(c2)OCO3)N1c1ccc(N2CCOCC2)cc1 (stereo unspecified)	-1%	·	9	·
N/C(=N\OC(=O)COc1ccc(Cl)cc1)c1ccc(Cl)cc1	-3%	·	25	·
Cc1nnc(SCC(=O)NCC2CCCO2)n1-c1ccccc1 (stereo unspecified)	4%	3%	-118*	-10
O=C(CNc1ccccc1)N/N=C/c1ccc2c(c1)OCO2	-2%	·	-24	-5
CCOC(=O)N1CCC(c2[nH][nH]c(=O)c2C)CC1	1%	-14%	-9	4
COc1ccc(-c2[nH]ncc2-c2cnn(-c3ccccc3)c2)c(O)c1	-17%	14%	15	7

Limited to 12-hLO inh and PNC inhibitor, for some of the entries so far:
| canonical_smiles | 12-hLO inh | PNC inhibitor |
| --- | --- | --- |
| Cc1ccc(N2C(=O)CC(NNc3nc4ccccc4s3)C2=O)cc1 (stereo unspecified) | 1% | 17 |
| COc1ccc(-c2cc(N)n(S(=O)(=O)Cc3ccccc3)n2)c(OC)c1 | 0% | -19 |
| COc1ccc(-c2nnc(N3CCCCC3)c3ccccc23)cc1 | -10% | -26 |
| Nc1nc(CSc2nc3ccccc3[nH]2)cs1 | -13% | 10 |
| Cc1onc(-c2ccccc2)c1C(=O)NC(C)C | -1% | 19 |
| CCN(CC)C(=O)c1sc(NC(=O)c2cccc([N+](=O)[O-])c2)c(C#N)c1C | 0% | 22 |

Back to the main list, starting 4 compounds before the break.
SMILES	12-hLO inh	ALOX15B inhib	PNC inhibitor	IMPase inh
Cc1nnc(SCC(=O)NCC2CCCO2)n1-c1ccccc1 (stereo unspecified)	4%	3%	-118*	-10
O=C(CNc1ccccc1)N/N=C/c1ccc2c(c1)OCO2	-2%	·	-24	-5
CCOC(=O)N1CCC(c2[nH][nH]c(=O)c2C)CC1	1%	-14%	-9	4
COc1ccc(-c2[nH]ncc2-c2cnn(-c3ccccc3)c2)c(O)c1	-17%	14%	15	7
COc1ccccc1OCC(=O)N(Cc1nc(-c2ccccc2)no1)C1CCCCC1	-15%	-5%	-22	15
Cc1cc(C)n(C(=O)CNC(=O)c2ccc3c(c2)OCCO3)n1	2%	-18%	3	6
CC(C)N(C)C1CCN(C(=O)Nc2ccc(Cl)cc2)CC1	2%	-2%	-7	1
CC1=C(C(=O)Nc2ccccc2C)C2(CCCC2)C(C(N)=O)C(=O)N1 (stereo unspecified)	-3%	6%	-22	18
O=C(Nc1ccc(-c2cn3ccsc3n2)cc1)C1COc2ccccc2O1 (stereo unspecified)	-3%	22%	-94*	11
COc1cccc(OCc2nc3ccccc3[nH]2)c1	0%	12%	41	7
CCOC(=O)C1CCN(CC(=O)Nc2c(C(=O)OC)n(C)c3cccc(C)c23)CC1	1%	6%	-20	0
Cc1ccc(C(=O)N2CCCC2)cc1S(=O)(=O)Nc1ccccc1	-1%	-1%	5	1
CCCc1cc(=O)[nH]c(SCC(=O)c2cc(C)n(C(C)COC)c2C)n1 (stereo unspecified)	-3%	-5%	25	7
CC1(C)S[C@@H]2[C@H](NC(=O)COc3ccccc3)C(=O)N2[C@H]1C(=O)O (tested in a mixture with another compound)	2%[25.6 µM]	30%[25.6 µM]	·	3[20.6 µM]
CCn1cc(CNC(=O)/C=C/c2cnn(C)c2)c(C)n1	5%	·	?	·
O=C(Nc1cccc(F)c1)N1CC[C@@]2(CCCNC2)C1	-4%	1%	·	·
CN1CCN(c2ncnc3c2cnn3-c2ccc(Cl)cc2)CC1	0%	31%[activator]	7	0
Nc1nc(Cl)c2ncn(C3OC(CO)C(O)C3O)c2n1 (stereo unspecified)	-2%	5%	·	·
COc1ccc(N(CC(=O)NCc2ccc3c(c2)OCO3)S(C)(=O)=O)cc1OC	7%	-8%	-30	0
N#Cc1ccc(Oc2cccnc2)cc1C#N	1%	1%	30	-2
COC(=O)N1CCC2(CC1)CN(C(=O)Nc1ccc(OC)cc1)C2	0%	2%	·	·
COC(=O)c1ccc(C(=O)OC)c(NC(=O)COC(=O)C2CC2C)c1 (stereo unspecified)	7%	-5%	?	4
O=C(c1cccc(C(F)(F)F)c1)N1CCC(O)(CS(=O)(=O)Cc2ccccc2Cl)CC1	-4%	1%	-2	6
COC(C(=O)Nc1ccc(F)cc1F)c1ccccc1 (stereo unspecified)	-3%	-2%	0	5
O=C(COc1ccc(-n2cnnn2)cc1)NC1CCCCC1	1%	-1%	-13	0
CC(C)C(=O)Nc1ccccc1N1CCN(S(C)(=O)=O)CC1	1%	3%[11.4 µM]	21	-5[1.84 µM]
CSc1ccccc1NC(=O)CN(C)CC(=O)Nc1ccccc1F	-3%	·	16	·
Cc1c(N2C(=O)C(=O)/C(=C(/O)c3ccccc3)C2c2ccc(F)cc2)c(=O)n(-c2ccccc2)n1C (stereo unspecified)	3%	·	-13	-22
COc1ccc(OCc2cccc(C(=O)O)c2)cc1	0%	-1%	-26	3
Cc1ccnc(NC(=O)c2c(-c3ccccc3Cl)noc2C)c1	-1%	·	51	·
Cn1cc([N+](=O)[O-])c(C(=O)Nc2ccn(C34CC5CC(CC(C5)C3)C4)n2)n1	1%	·	16	·
Cc1sc2ccccc2[n+]1CCC(C)S(=O)(=O)[O-] (stereo unspecified)	4%	·	81	-2
O=C(Cn1c(=O)oc2ccccc21)Nc1ccc(S(=O)(=O)N2CCCCC2)cc1	8%	-12%	24	-1
O=C(COc1ccc2c(C(F)(F)F)cc(=O)oc2c1)Nc1ccc2c(c1)OCCO2	-1%	-21%	-11	1

Pulled by compound from above, 3 records:
SMILES	12-hLO inh	ALOX15B inhib	PNC inhibitor	IMPase inh
CC(C(=O)Nc1ccccc1-c1ccccc1)N1CCN(S(=O)(=O)c2ccccc2)CC1 (stereo unspecified)	-3%	·	?	16
Cc1ccnc(NC(=O)c2c(-c3ccccc3Cl)noc2C)c1	-1%	·	51	·
CCCc1cc(=O)[nH]c(SCC(=O)c2cc(C)n(C(C)COC)c2C)n1 (stereo unspecified)	-3%	-5%	25	7

The listing continues:
SMILES	12-hLO inh	ALOX15B inhib	PNC inhibitor	IMPase inh
O=C(CSc1nnc(-c2ccccc2Cl)n1Cc1ccco1)Nc1ccc2c(c1)OCCO2	9%	-2%	-96*	4
Cc1occc1C(=O)N1CCN(c2ccc(Cl)c(Cl)c2)CC1	2%	-8%	37	-4
Cc1ccc(C)c2[nH]c(=O)c(C(c3nnnn3C(C)(C)C)N3CC=C(c4ccc(F)cc4)CC3)cc12 (stereo unspecified)	-3%	·	?	·
CC1(C)C(=O)Nc2ccccc2N1C(=O)CSc1nnc2c(Cl)cc(Cl)cn12	1%	·	-7	·
CC1CCC(NC(=O)COc2ccc(C(=O)c3ccccc3)cc2)CC1 (stereo unspecified)	1%	·	?	·
O=C(O)P(=O)(O)O	-7%	2%	·	·
CN(CC(=O)Nc1nc2ccccc2s1)S(=O)(=O)c1ccc(Cl)cc1	-19%	4%	-13	7
COc1ccccc1CC1(C)NC(=O)N(CC(=O)N2CC(C)OC(C)C2)C1=O (stereo unspecified)	-3%	-3%	-9	5
Cc1nc2cccc(C)n2c(=O)c1Cl	1%	0%	-1	-5
CC(OC(=O)CNC(=O)c1ccc2c(c1)OCO2)C(=O)NCCC1=CCCCC1 (stereo unspecified)	-6%	-3%	?	11
Cc1ccccc1N1C(=O)[C@@H]2Cc3ccccc3CN2C1=O	4%	-3%	39	-7
Cc1cccc2nc(CSc3nc4ccc([N+](=O)[O-])cc4[nH]3)cn12	0%	·	?	-11
Cc1nnc(SCc2ccccc2C#N)n1-c1ccccc1	-3%	-13%	?	0
CCCCC(=O)Nc1ncc2c(n1)CC(C)(C)CC2=O	-5%	-11%	?	13
CCCCN1C(=O)/C(=C2/C=CC=CN2C)SC1=S	-5%	-27%	9	26
CC(=O)Nc1ccc(S(=O)(=O)N(C)CC(=O)NC2=NCCS2)cc1	-1%	-5%	4	-4
CCO/C(C)=N/n1c2nc3ccccc3nc2c2c(=O)n(Cc3ccccc3Cl)c(C)nc21	-3%	-11%	24	-14
COc1cc(Cl)c(C)cc1NC(=O)CCCn1c(=O)oc2ccccc21	-5%	·	-1	·
Cc1nc(Cl)sc1C(=O)Nc1ccc(Cl)cc1	-2%	·	18	·
COc1cc(OC)cc(-c2cc3nc(C)c(CCC(=O)O)c(C)n3n2)c1	4%	10%	20	10
COc1ccc(S(=O)(=O)N2CC(C)N(S(=O)(=O)c3ccc(OC)cc3)CC2C)cc1 (stereo unspecified)	-7%	-9%	-20	9
CC(C(=O)NCC1CCCO1)n1cccc1C(=O)c1ccccc1 (stereo unspecified)	-13%	-1%	13	-4
CC(C)Cc1ccc(C(C)C(=O)N2CCOCC2)cc1 (stereo unspecified)	0%	7%	-3	2
COC(=O)Cc1[nH]nc2c1C1(CCSCC1)C(C#N)=C(N)O2	5%	-2%	-11	-3
Cc1ccc(-c2nn(CC(=O)N(C)C)c(=O)c3ccccc23)cc1S(=O)(=O)N(C)C	1%	2%	6	21
CCS(=O)(=O)N1CCCC(C(=O)NC2CCCCC2)C1 (stereo unspecified)	1%	10%	-5	-2
Cc1nc2ccc(NC(=O)c3sccc3C)cc2s1	3%	-11%	18	1

The list is partial; the hit share may differ from the screen's.
